TrxR1 substrate: rat thioredoxin reductase 1 substrate activity | O89049 | purified TrxR1 substrate turnover, NADPH consumption readout | Potency, µM (doses to about 114 µM), inactives show at the top dose activity change, negative = substrate turnover | 390,000 compounds, 0.01% hits | AID 588456; also: potency is read from the fitted curve at half-maximal effect; % is scaled to controls: 0 for no effect and ±100 for the full control effect; nearly all actives have a fitted effect of over 50% in size
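Rat TrxR1, dispensed at 90 nM, was prereduced with 400 uM NADPH (final) for 5 min at ~22 deg C, then incubated with compound 15 min before 400 uM selenite. A first-read NADPH fluorescence drop versus no-compound background flagged substrates.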
TRHR agonist: activates the human TRH receptor; TRHR cells, calcium flux fluo-8, FDSS agonist mode; activation, % at 2 µM; 360,000 compounds, 0.18% hits; P34981; AID 493084; in the data active = activation above about 30%; also: 0% is about no effect
Target sequence (P34981 whole entry, looked up): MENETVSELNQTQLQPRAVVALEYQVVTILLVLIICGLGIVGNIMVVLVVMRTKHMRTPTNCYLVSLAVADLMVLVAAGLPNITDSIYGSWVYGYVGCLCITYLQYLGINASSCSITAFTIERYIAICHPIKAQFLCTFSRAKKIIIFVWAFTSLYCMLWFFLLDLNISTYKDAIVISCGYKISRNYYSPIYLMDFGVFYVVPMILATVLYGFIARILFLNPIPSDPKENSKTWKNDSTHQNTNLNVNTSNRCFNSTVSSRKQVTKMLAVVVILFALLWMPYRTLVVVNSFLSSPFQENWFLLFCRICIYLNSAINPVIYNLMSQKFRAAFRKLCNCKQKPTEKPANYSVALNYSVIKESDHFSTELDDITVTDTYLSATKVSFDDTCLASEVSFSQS
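Fluo-8-loaded TRHR cells; 10 s baseline, compound added, kinetic Ca2+ fluorescence read 1/s, agonist mode.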
D2 agonist: agonists of human D2 dopamine receptor | HEK293 T-REx D2 cells, calcium flux agonist mode | activation, % at 2 µM | 340,000 compounds, 0.53% hits | AID 485358;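 active = activation over 3 SD above normal in the single-dose calcium agonist read, cut at about 30% in these data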; also: 0% is about no effect
Target sequence (P14416 whole entry, looked up): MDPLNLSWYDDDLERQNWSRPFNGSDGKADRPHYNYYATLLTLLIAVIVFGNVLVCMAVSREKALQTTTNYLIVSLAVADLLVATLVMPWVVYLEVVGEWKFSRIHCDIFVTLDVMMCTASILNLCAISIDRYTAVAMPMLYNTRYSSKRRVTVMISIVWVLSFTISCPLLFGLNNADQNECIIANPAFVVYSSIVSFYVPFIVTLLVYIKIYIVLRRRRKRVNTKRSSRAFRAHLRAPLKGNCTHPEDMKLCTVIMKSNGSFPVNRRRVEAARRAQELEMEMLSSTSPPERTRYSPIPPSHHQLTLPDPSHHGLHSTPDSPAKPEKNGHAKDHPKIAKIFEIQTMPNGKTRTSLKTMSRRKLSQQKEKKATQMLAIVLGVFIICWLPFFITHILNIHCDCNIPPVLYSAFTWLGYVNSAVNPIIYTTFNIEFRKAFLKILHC
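Agonism scored from kinetic calcium signal (1 read/sec, 180 s) following compound pin transfer, after a 10 s baseline. Cells: HEK293 Trex line expressing inducible D2 receptor coupled to calcium, dye-loaded after overnight culture at 30 C.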
TrxR1 inh: rat TrxR1 inhibition. O89049. recombinant rTrxR1, NADPH fluorescence consumption, selenite substrate. Potency, µM (top dose mostly 114 µM), inactives show at the highest dose activity change, negative = inhibition, usual class: inhibitors. 390,000 compounds, 1% hits. AID 588453; also: potency is read from the fitted curve at half-maximal effect; % is scaled to controls: 0 for no effect and ±100 for the full control effect; nearly all actives have a fitted effect of over 65% in size
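Rat TrxR1 (90 nM in the dispensed reagent) was pre-reduced with 400 uM NADPH for 5 min at room temperature, then incubated with compound for 15 min. After 400 uM selenite was added, NADPH fluorescence (Ex 340/Em 450 nm) was followed for 8 min.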
Pin1 inhibitor: inhibitors of human Pin1; Q13526; Pin1 FP peptide displacement, HiFluor488, 10 min; Potency, µM (series often up to 115 µM), for the others: top-dose activity, negative = inhibition, usual class: inhibitors; 390,000 compounds, 0.009% hits; AID 504891; active = well fitted inhibition curve with a large enough effect in the polarisation, with a control signal flat, not every such curve was filed as active; inconclusive = small, poorly fitted or top-dose-only effect, or effect the other way, or a change in a side signal; inactive = no such curve, though single readings can be large or run the other way; the % refers to the polarisation; also: potency is read from the fitted curve at half-maximal effect; % is scaled to controls: 0 for no effect and ±100 for the full control effect
Target sequence (Q13526 whole entry, looked up): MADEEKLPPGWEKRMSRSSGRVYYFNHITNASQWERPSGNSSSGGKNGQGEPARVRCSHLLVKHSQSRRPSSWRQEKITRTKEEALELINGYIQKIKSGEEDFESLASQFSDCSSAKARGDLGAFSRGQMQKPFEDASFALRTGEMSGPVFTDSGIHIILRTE
mIDH1 inhibitor: blocks human mutant IDH1 R132H enzyme; O75874; IDH1-R132H enzyme, NADPH consumption, diaphorase/resazurin fluorescence; Potency, µM (top dose mostly 76.6 µM), without a hit: at the highest dose activity change, negative = inhibition, most hits filed as inhibitors; 390,000 compounds, 0.093% hits; AID 602179; also: potency is read from the fitted curve at half-maximal effect; % is scaled to controls: 0 for no effect and ±100 for the full control effect; nearly all actives have a fitted effect of over 65% in size
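IDH1-R132H (0.5 ug/mL dispensed) in pH 7.5 Tris buffer was preincubated 30 min with compound, then given a substrate mix of 0.016 mM NADPH and 2 mM alpha-KG for 80 min at room temperature; remaining NADPH was read by diaphorase/resazurin fluorescence.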
TRHR PAM: allosterically enhances the human TRH receptor. P34981. TRHR cells, fluo-8 calcium fluorescence, EC20 TRH enhancement. enhancement, % at 2 µM. 360,000 compounds, 0.66% hits; in the data active = enhancement above about 30%; also: 0% is about no effect
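Enhancer read-out: after compound pinning and an initial kinetic agonist-mode read, an EC20 of TRH (10 nM final) was injected and fluo-8 calcium signal (Ex 480/Em 530) followed at 1 s/cycle for 100 cycles in TRHR-expressing cells.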
USP1-UAF1 inh: USP1/UAF1 (human) deubiquitinase inhibition | recombinant USP1/UAF1, Ub-Rhodamine cleavage fluorescence | Potency, µM (series often up to 57.1 µM), inactives show top-dose activity change, negative = inhibition, hits mostly inhibitors | 390,000 compounds, 0.23% hits | AID 743255; also: potency is read from the fitted curve at half-maximal effect; % is scaled to controls: 0 for no effect and ±100 for the full control effect; nearly all actives have a fitted effect of over 60% in size; inactives centre near -12
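In this screen, compounds sit with the deubiquitinase complex (1nM) for 15 min at room temperature before Ub-Rho is added at 150nM final. Fluorescence rise is then followed for 6 reads every 60 seconds.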
D2 antag: antagonists of human D2 dopamine receptor | inhibition, % at 10 µM | P14416 | 340,000 compounds, 2% hits | HEK293 TREx D2 cells, calcium flux, dopamine EC80; in the data active = inhibition above about 30%; also: 0% is about no effect
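Dopamine at EC80 is the agonist stimulus; test compounds precede it by 180 s. Calcium flux read kinetically in a force-coupled, inducible HEK293 T-REx D2 cell line.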
An asterisk follows results filed as active; & = joins results of further samples; [ ] = remark or other dose. Unless noted, calls follow the shape of the dose curve; as a rule, active = well fitted inhibition curve with a large enough effect; inconclusive = small, poorly fitted or top-dose-only effect; inactive = no such curve, though single readings can be large or run the other way.

The opening two compounds (preview)
For N/C(CCS(=O)(=O)c1ccc(Cl)cc1)=N\OC(=O)c1ccc(Cl)cc1 the results were TrxR1 substrate -2%, TRHR agonist -0.3, D2 agonist -0.6, TrxR1 inh 22%, Pin1 inhibitor 9%, mIDH1 inhibitor 6%, TRHR PAM -1, USP1-UAF1 inh -17% and D2 antag 5.
Screening O=C(CCNC(=O)c1ccccc1Cl)NCc1cccnc1 returned TrxR1 substrate -10%, TRHR agonist 0.3, D2 agonist 0.0, TrxR1 inh -10%, Pin1 inhibitor -8%, mIDH1 inhibitor 4%, TRHR PAM 7, USP1-UAF1 inh -5% and D2 antag -6.

The whole of this part, from the first entry:
For N/C(CCS(=O)(=O)c1ccc(Cl)cc1)=N\OC(=O)c1ccc(Cl)cc1 the results were TrxR1 substrate -2%, TRHR agonist -0.3, D2 agonist -0.6, TrxR1 inh 22%, Pin1 inhibitor 9%, mIDH1 inhibitor 6%, TRHR PAM -1, USP1-UAF1 inh -17% and D2 antag 5.
Screening O=C(CCNC(=O)c1ccccc1Cl)NCc1cccnc1 returned TrxR1 substrate -10%, TRHR agonist 0.3, D2 agonist 0.0, TrxR1 inh -10%, Pin1 inhibitor -8%, mIDH1 inhibitor 4%, TRHR PAM 7, USP1-UAF1 inh -5% and D2 antag -6.
For COc1cccc(CN2CCCC(C(=O)c3ccc4c(c3)OCO4)C2)c1O (stereo not drawn) the results were TrxR1 substrate 2%, TRHR agonist 0.3, D2 agonist -0.6, TrxR1 inh 23%, Pin1 inhibitor -1%, mIDH1 inhibitor -3%, TRHR PAM 3, USP1-UAF1 inh -24% and D2 antag -2.
`CC(C)C(NC(=O)c1ccccc1NC(=O)c1ccco1)C(=O)O` (stereo not drawn) gave TrxR1 substrate 9%, TRHR agonist 0.1, D2 agonist 0.1, TrxR1 inh 11%, Pin1 inhibitor -3%, mIDH1 inhibitor -1%, TRHR PAM 5, USP1-UAF1 inh 4% and D2 antag 6.
Screening CCCCn1cc(S(=O)(=O)c2ccc(F)cc2)c(=O)c2ccccc21 returned TrxR1 substrate -2%, TRHR agonist -0.1, D2 agonist 0.6, TrxR1 inh 3%, Pin1 inhibitor 0%, mIDH1 inhibitor -16%, TRHR PAM 0 and USP1-UAF1 inh -24%.
For CCOCCc1nn2c(=O)cc(COC(=O)C3CCCCC3)nc2s1 the results were TrxR1 substrate 10%[57.1 µM], TRHR agonist 0.6, D2 agonist 0.5, TrxR1 inh 23%[57.1 µM], Pin1 inhibitor -1%, mIDH1 inhibitor -12%, TRHR PAM 0 and USP1-UAF1 inh -1%.
For Cc1ccc2c(c1)[C@H]1[C@H](CO2)[C@H](c2ccccc2)[C@]2(C)C(=O)Nc3ccc(Cl)cc3C(=O)N12 the results were TrxR1 substrate -8%[57.1 µM], TrxR1 inh 8%[57.1 µM], Pin1 inhibitor 32%[activator], mIDH1 inhibitor 7% and USP1-UAF1 inh -12%.
Screening CCN(CC)C(=O)C1CCCN(C/C=C/c2ccccc2)C1 (stereo not drawn) returned TrxR1 substrate -6%, TRHR agonist 0.1, D2 agonist -0.8, TrxR1 inh 6%, Pin1 inhibitor -7%, mIDH1 inhibitor 4%, TRHR PAM 5, USP1-UAF1 inh -8% and D2 antag 6.
Screening CCn1c(SCc2nc(-c3ccccc3)no2)nnc1-c1ccco1 returned TrxR1 substrate 3%, TRHR agonist -0.3, D2 agonist -0.2, TrxR1 inh 2%, Pin1 inhibitor 2%, mIDH1 inhibitor 3%, TRHR PAM -6, USP1-UAF1 inh -18% and D2 antag -17.
For COc1cc(C(=O)NC2CCCc3ccccc32)ccc1OCC(=O)Nc1ccc(F)cc1 (stereo not drawn) the results were TrxR1 substrate -11%[57.1 µM], TRHR agonist 0.5, D2 agonist -0.5, TrxR1 inh 12%[57.1 µM], Pin1 inhibitor -10%, mIDH1 inhibitor 4%, TRHR PAM -2, USP1-UAF1 inh -12% and D2 antag 0.
Screening O=C(NCC(c1cccnc1)N1CCN(Cc2ccccc2)CC1)C(=O)Nc1ccc(F)cc1 (stereo not drawn) returned TrxR1 substrate 1%, TRHR agonist 0.0, D2 agonist -0.5, TrxR1 inh 14%, Pin1 inhibitor -3%, mIDH1 inhibitor 0%, TRHR PAM 5 and USP1-UAF1 inh -8%.
Screening CC(=O)c1ccc(NC(=O)CSc2nc3nc(C)cc(C)n3n2)cc1 returned TrxR1 substrate 5%[57.1 µM], TRHR agonist 0.2, D2 agonist 2.4, TrxR1 inh 7%[57.1 µM], Pin1 inhibitor -1%, mIDH1 inhibitor -3%, TRHR PAM 4, USP1-UAF1 inh -12% and D2 antag 2.
For NC(=O)c1nsc(C(=O)N(CC(=O)NCc2ccc(F)cc2)Cc2ccco2)c1N the results were TrxR1 substrate 14%, TRHR agonist -0.2, D2 agonist -0.2, TrxR1 inh inconclusive, Pin1 inhibitor 3%, mIDH1 inhibitor 9%, TRHR PAM 0, USP1-UAF1 inh -2% and D2 antag -20.
Screening Cc1ccc(S(=O)(=O)NCCc2nnc3ccc(SCC(=O)Nc4ccc(F)cc4F)nn23)cc1 returned TrxR1 substrate 0%, TRHR agonist 0.1, D2 agonist 0.5, TrxR1 inh 10%, Pin1 inhibitor 0%, mIDH1 inhibitor -1%, TRHR PAM -7 and USP1-UAF1 inh -14%.
`O=C(Nc1ccc(S(=O)(=O)Nc2nccs2)cc1)c1cc(-c2ccccn2)nc2ccccc12` gave TrxR1 substrate -3%[57.1 µM], TRHR agonist 0.2, D2 agonist -1.4, TrxR1 inh -3%[57.1 µM], Pin1 inhibitor 72%[activator], mIDH1 inhibitor inconclusive, TRHR PAM 28, USP1-UAF1 inh 5% and D2 antag 4.
`O=C1[C@@H]2[C@@H]3C[C@@H]([C@H]4ON=C(c5ccc(Cl)cc5Cl)[C@@H]34)[C@@H]2C(=O)N1C1CCCCC1` gave TrxR1 substrate -6%, TRHR agonist 0.7, D2 agonist 0.5, TrxR1 inh 5%, Pin1 inhibitor 0%, mIDH1 inhibitor -7%, TRHR PAM 0, USP1-UAF1 inh -13% and D2 antag -11.
O=C(NCC1CCCO1)c1cn(Cc2ccccc2Cl)nc1-c1ccccc1 (stereo not drawn) was read as TrxR1 substrate 1%, TRHR agonist -0.5, TrxR1 inh 19%, Pin1 inhibitor -9%, mIDH1 inhibitor 1%, TRHR PAM -1 and USP1-UAF1 inh -21%.
For Cc1cccnc1CCNC(=O)CC1C(=O)NCCN1CC1CCCCC1 (stereo not drawn) the results were TrxR1 substrate 2%, TRHR agonist 0.7, TrxR1 inh -12%, Pin1 inhibitor -4%, mIDH1 inhibitor 32%[activator], TRHR PAM 11 and USP1-UAF1 inh -1%.
COc1ccc(C2OC(=O)CC2C(=O)NC(C)C)cc1 (stereo not drawn) was read as TrxR1 substrate 2%, TRHR agonist 0.1, D2 agonist -0.1, TrxR1 inh 2%, Pin1 inhibitor 4%, mIDH1 inhibitor 6%, TRHR PAM 0, USP1-UAF1 inh -4% and D2 antag -17.
`COc1ccc(-n2nc3c(c2NC(=O)CCl)CSC3)cc1` gave TrxR1 substrate 16%, TRHR agonist -0.2, D2 agonist 0.3, TrxR1 inh 14µM*, Pin1 inhibitor 6%, mIDH1 inhibitor 13%, TRHR PAM 0, USP1-UAF1 inh 0% and D2 antag 13.
CC(=O)N1CCN(S(=O)(=O)c2c(F)cc(F)c(Cl)c2F)CC1 was read as TrxR1 substrate 8%[57.1 µM], TRHR agonist 0.1, TrxR1 inh 16%[57.1 µM], Pin1 inhibitor 1%, mIDH1 inhibitor -2%, TRHR PAM -4 and USP1-UAF1 inh -8%.
For COc1ccc(Br)cc1/C=C/C(=O)Nc1ccc2ccccc2c1 the results were TrxR1 substrate -4%, TRHR agonist -0.9, D2 agonist -0.2, TrxR1 inh -15%, Pin1 inhibitor 10%, mIDH1 inhibitor 7%, TRHR PAM -2, USP1-UAF1 inh -22% and D2 antag -22.
For Nc1nonc1-c1nc2ccccc2n1CC(=O)NC1CCCC1 the results were TrxR1 substrate 1%, TRHR agonist -0.1, D2 agonist 0.2, TrxR1 inh 7%, Pin1 inhibitor 1%, mIDH1 inhibitor 9%, TRHR PAM -3, USP1-UAF1 inh -11% and D2 antag -4.
Screening CCOC(=O)c1cc(NC(=O)NC2CCCCC2)c(C)nc1C returned TrxR1 substrate 12%[57.1 µM], TRHR agonist 0.3, D2 agonist -0.9, TrxR1 inh 32%[57.1 µM], Pin1 inhibitor -5%, mIDH1 inhibitor -2%, TRHR PAM -5, USP1-UAF1 inh -4% and D2 antag -4.
`Cc1ccc(OCC(=O)NCCc2c[nH]c3ccccc23)cc1` gave TrxR1 substrate 1%[57.1 µM], TRHR agonist -0.9, D2 agonist -0.7, TrxR1 inh 3%[57.1 µM], Pin1 inhibitor -1%, mIDH1 inhibitor 0%, TRHR PAM 8, USP1-UAF1 inh 1% and D2 antag -5.
`CC(C)CN(c1ccccc1)S(=O)(=O)c1nnc(NC(=O)c2ccco2)s1` gave TrxR1 substrate -5%&-2%, TRHR agonist -0.4&-0.2, D2 agonist 0.2&0.2, TrxR1 inh -30%&-10%, Pin1 inhibitor 7%&2%, mIDH1 inhibitor -6%&-14%, TRHR PAM -3&21, USP1-UAF1 inh -13%&-18% and D2 antag 68*.
Screening COC1CCCCC1Nc1cc(C)cc(C)c1 (stereo not drawn) returned TrxR1 substrate 5%, TRHR agonist -0.2, D2 agonist 0.1, TrxR1 inh 11%, Pin1 inhibitor -18%, mIDH1 inhibitor 4%, TRHR PAM 5, USP1-UAF1 inh 4% and D2 antag 16.
For CC(C)Nc1ccc(-c2nc(-c3ccccn3)no2)cc1[N+](=O)[O-] the results were TrxR1 substrate -4%, TRHR agonist 1.1, D2 agonist -1.5, TrxR1 inh -2%, Pin1 inhibitor 54%[activator], mIDH1 inhibitor 7%, TRHR PAM 14 and USP1-UAF1 inh 3%.
Screening Cc1ccccc1C(=O)NNC(=O)C(C)N1C(=O)c2ccccc2C1=O (stereo not drawn) returned TrxR1 substrate 10%, TRHR agonist 0.6, D2 agonist 0.3, TrxR1 inh 19%, Pin1 inhibitor 1%, mIDH1 inhibitor 0%, TRHR PAM 1, USP1-UAF1 inh -10% and D2 antag 4.

Not all compounds are listed, so the mix of outcomes need not match the whole.
